RGS7-Gao reg: modulates binding of RGS7 to human Galphao | P09471 | Multiplexed bead flow cytometry; actives lie on both sides | binding response (% of control), % at 10 µM | actives 0.35% (n = 220,000) | AID 1439; in the data active means binding response below about 49% or above about 150%; inconclusive means no clear call, values can overlap the other calls; inactive means in between;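 further: fluorescent Galphao held in activated GDP-AlF4 state binding bead-coupled RGS7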
Target sequence (P09471 whole entry, looked up): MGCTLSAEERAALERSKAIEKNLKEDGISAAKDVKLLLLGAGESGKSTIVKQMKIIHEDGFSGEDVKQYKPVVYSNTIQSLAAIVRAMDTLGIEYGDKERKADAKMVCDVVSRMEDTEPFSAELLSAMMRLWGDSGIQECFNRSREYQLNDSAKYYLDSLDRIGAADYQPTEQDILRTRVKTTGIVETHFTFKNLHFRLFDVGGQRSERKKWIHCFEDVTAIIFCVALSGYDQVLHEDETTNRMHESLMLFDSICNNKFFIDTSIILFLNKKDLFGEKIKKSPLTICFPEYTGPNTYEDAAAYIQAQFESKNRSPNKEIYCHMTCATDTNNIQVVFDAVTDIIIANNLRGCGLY
Bcl-2 Bim block: inhibitors of Bim-Bcl-2 interaction, human; P10415; Bead-based flow cytometry, Bim peptide-Bcl-2 binding; inhibition, % at 10 µM; actives 0.06% (n = 190,000); AID 950; in the data active means inhibition above about 40%; inconclusive means no clear call, values can overlap the other calls;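 further: 0% = no compound wells with probe peptide and 100% = reference peptide inhibitor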
Target sequence (P10415 whole entry, looked up): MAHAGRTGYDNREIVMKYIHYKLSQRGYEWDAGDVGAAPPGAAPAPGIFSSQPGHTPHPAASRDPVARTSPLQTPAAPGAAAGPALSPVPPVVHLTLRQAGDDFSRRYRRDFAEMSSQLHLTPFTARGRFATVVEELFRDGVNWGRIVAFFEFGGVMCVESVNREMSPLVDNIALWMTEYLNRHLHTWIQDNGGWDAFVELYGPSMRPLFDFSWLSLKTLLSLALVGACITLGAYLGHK
Bim-Bfl-1: human Bim-Bfl-1 interaction inhibition; inhibition, % at 10 µM; AID 1008; actives 0.12% (n = 190,000); Bead-based flow cytometry, Bim-Bfl-1 binding inhibition;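 further: 0% = wells without compound plus tracer and 100% = blocker peptide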
Bim-Bcl-W: inhibitors of Bim-Bcl-W interaction, human. Q92843. bead-based flow cytometry, Bim peptide-Bcl-W binding. inhibition, % at 10 µM. actives 0.02% (n = 190,000). AID 952;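 further: 0% = bound tracer without compound and 100% = peptide blocker; higher means less fluorescent Bim peptide bound to Bcl-W beads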
Target sequence (Q92843 whole entry, looked up): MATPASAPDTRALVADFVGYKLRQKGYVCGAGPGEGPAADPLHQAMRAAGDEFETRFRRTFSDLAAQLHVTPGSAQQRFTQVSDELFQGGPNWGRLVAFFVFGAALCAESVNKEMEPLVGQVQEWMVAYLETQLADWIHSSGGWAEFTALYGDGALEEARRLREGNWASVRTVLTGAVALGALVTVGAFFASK
ABCG2 block: inhibitors of human ABCG2 transporter, ABCB1 counter-screen | Q9UNQ0 | actives 0.1% (n = 190,000) | IgMXP3 cells, JC-1 efflux, flow cytometry | AID 1325 | inhibition, % at 6.6 µM;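 active means inhibition above 80%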;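 further: 0% = DMSO and 100% = nicardipine control wells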
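Times: 10 min at 25 °C | Test system: Two drug-resistant human cell lines, ABCG2 and ABCB1 | Quantity: 3 million cells/mL final, two lines in 1:1 ratio | Signal: Flow cytometry, 530 nm JC-1 signal | Dosing: Compound at 6.6 µM | Controls: Nicardipine and DMSO wells | Reagent: JC-1 as fluorescent efflux pump substrate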
Bcl-XL Bim block: disrupts Bim peptide binding to human Bcl-XL; Q07817; bead flow cytometry, fluorescence; inhibition, % at 10 µM; actives 0.04% (n = 190,000); AID 1007
Target sequence (Q07817 whole entry, looked up): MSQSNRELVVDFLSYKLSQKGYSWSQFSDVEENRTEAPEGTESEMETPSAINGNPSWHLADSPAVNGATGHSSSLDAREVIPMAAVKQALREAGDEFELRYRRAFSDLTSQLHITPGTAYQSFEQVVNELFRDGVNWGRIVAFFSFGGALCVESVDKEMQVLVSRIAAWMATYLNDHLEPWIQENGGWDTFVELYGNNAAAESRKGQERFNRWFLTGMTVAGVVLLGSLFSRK
RGS8-Gao reg: regulators of human RGS8-Galphao interaction | P09471 | multiplexed bead flow cytometry, RGS8-Galphao binding; actives lie on both sides | response (percent of control binding), % at 10 µM | actives 0.34% (n = 220,000); in the data active means response below about 60% or above about 140%; inactive means in between;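 further: Galphao activated as the GDP aluminium fluoride complex binding bead-coupled RGS8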
RGS4-Gao reg: modulates binding of RGS4 to human Galphao. AID 1415. Multiplexed bead flow cytometry; actives lie on both sides. actives 0.33% (n = 220,000). binding response (% of control), % at 10 µM; in the data active means binding response below about 49% or above about 150%; inactive means in between;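 further: fluorescent Galphao activated with aluminum fluoride binding bead-coupled RGS4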
ABCB1 block: inhibitors of human ABCB1 transporter, ABCG2 counter-screen; inhibition, % at 6.6 µM; actives 0.067% (n = 190,000); P08183; CCRF-Adr cells, JC-1 efflux, flow cytometry; in the data active means inhibition above about 40%;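 further: 0% = vehicle and 100% = reference inhibitor; higher value means more JC-1 retained so stronger ABCB1 efflux block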
GSH fluor: GSH bead compound fluorescence profile. GSH beads flow cytometry, compound fluorescence 488/530 nm; active compounds read high. fluorescence (KMESF) at 10 µM. actives 0.25% (n = 190,000); in the data active means fluorescence above about 89;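 further: glutathione beads carrying GST-tagged Bcl family fusion proteins plus one bare bead set; values are compound well signal with DMSO vehicle wells as background; inactives centre near 16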
Bcl-B Bim block: disrupts Bim peptide binding to human Bcl-B; actives 0.073% (n = 190,000); inhibition, % at 10 µM; bead-based flow cytometry; AID 951;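 further: 0% = tracer peptide without compound and 100% = reference inhibitor peptide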
Starred values were filed as active, the others as inactive; ? = inconclusive; . = not tested or not shown. Unless noted, no stated cut-off is given here; in the data, active means inhibition above about 40%.

SMILES	RGS7-Gao reg	Bcl-2 Bim block	Bim-Bfl-1	Bim-Bcl-W	ABCG2 block	Bcl-XL Bim block	RGS8-Gao reg	RGS4-Gao reg	ABCB1 block	GSH fluor	Bcl-B Bim block
O=C(NCc1ccco1)c1ccc2c(c1)C(=O)c1ccccc1-2	93	-1	1	0	2	-4	96	96	0.2	17	-2
CCOC(=O)c1ccc(NC(=O)CSc2ccc(-c3ccncc3)nn2)cc1	103	0	-2	3	1	-5	102	100	0.6	22	0
CC(=O)c1ccccc1OCCn1nnc(-c2ccc(C)cc2)n1	98	8	0	-3	3	-5	100	98	0.5	18	-4
Clc1ccccc1CNc1ncnc2nc[nH]c12	103	-5	-7	1	-2	-3	101	101	-2.8	19	-4
CCOC(=O)c1c(C)nc2sc3c(=O)[nH]cnc3c2c1-c1ccc(OC)cc1	98	0	1	-1	-1	-4	96	96	0.1	10	-2
COc1cc(/C=C2\SC(=O)N(c3ccc(Cl)cc3)C2=O)cc([N+](=O)[O-])c1O	93	1	0	0	-2	0	102	99	-0.3	17	0
CC1CCN(C(=O)CCc2nnc(-c3ccccc3)o2)CC1	99	-5	-10	-2	1	-2	103	99	0.4	18	-6
CN(C(=O)/C=C/c1cnc2ccccc2c1)C1CCCCC1	?	-5	-7	-4	4	-1	101	86	1.8	11	-4
O=C(Nc1ccccc1-c1nc2ccccc2s1)c1ccc(Br)o1	100	-15	-9	0	0	-5	104	98	-0.3	7	-8
CC(C)(C)c1ccc(-c2nnc(SC3CCOC3=O)n2Cc2ccccc2)cc1 (configuration not stated)	98	0	0	-3	-14	-4	87	96	-1.0	12	-7
O=c1[nH]c2cc3c(cc2cc1CN(CCCO)Cc1nnnn1Cc1ccc(F)cc1)OCO3	100	0	-3	-1	2	-2	98	96	0.6	11	1
CC(=O)Oc1ccc(C(=O)[C@H]2[C@H]3C(=O)N(c4ccccc4)C(=O)[C@H]3[C@@H]3C=CC=NN32)cc1	102	-6	-4	-2	-3	-5	103	100	-0.4	14	-10
CCc1ccccc1NC(=O)CN1C(=O)C2CCCN2c2ncc(Cl)cc21 (configuration not stated)	104	-6	-8	7	0	1	107	105	0.4	16	-4
CCOC(=O)N1CCN(CC(=O)c2ccc3c(c2)CCN3)CC1	103	-5	-5	0	1	1	99	99	0.4	50	-2
COc1ccc(-c2nnc(SCC(=O)Nc3ncc(C)s3)n2-c2ccccc2)cc1OC	105	0	-2	0	12	-8	107	105	3.6	46	0
COc1ccc(-c2csc3ncnc(Nc4ccc(O)cc4)c23)cc1	98	1	3	-7	11	-2	102	94	0.5	23	-1
CCOC(=O)C1(C)Oc2ccc(S(=O)(=O)CC)cc2NC1=O (configuration not stated)	95	-2	-3	-1	-1	0	102	101	-0.4	13	-3
COc1cccc(/C=C/C(=O)OCC(=O)NCc2ccc(Cl)cc2)c1	?	8	2	-1	2	-2	102	103	0.1	12	6
O=C(NCc1ccco1)C(=S)N1CCCC1	94	0	-2	4	1	0	102	101	-0.2	19	0
COc1ccc(C(=O)Oc2ccc3oc(=O)sc3c2)cc1	106	-5	-1	-1	1	-5	102	110	0.1	17	-2
CCCCCCOc1ccc(C(=O)O)cc1C#N	102	-1	-1	-3	9	-2	99	100	-0.3	24	-8
S=C(NCc1ccco1)Nc1ccc2c(c1)OCCO2	101	-1	-4	0	11	-5	99	103	0.7	14	-3
COC(=O)c1c(NC(NC(=O)C(C)C)C(Cl)(Cl)Cl)sc2c1CCCC2 (configuration not stated)	87	0	7	-2	3	-1	63	77	0.5	8	-19
O=C(Cn1nnc(-c2ccccc2)n1)Nc1ccc2c(c1)OCO2	102	-6	-10	2	-1	-4	99	104	-0.2	23	-4

As a working copy, part of the list above:
SMILES	RGS7-Gao reg	Bcl-2 Bim block	Bim-Bfl-1	Bim-Bcl-W	ABCG2 block	Bcl-XL Bim block	RGS8-Gao reg	RGS4-Gao reg	ABCB1 block	GSH fluor	Bcl-B Bim block
CCCCCCOc1ccc(C(=O)O)cc1C#N	102	-1	-1	-3	9	-2	99	100	-0.3	24	-8
S=C(NCc1ccco1)Nc1ccc2c(c1)OCCO2	101	-1	-4	0	11	-5	99	103	0.7	14	-3
COC(=O)c1c(NC(NC(=O)C(C)C)C(Cl)(Cl)Cl)sc2c1CCCC2 (configuration not stated)	87	0	7	-2	3	-1	63	77	0.5	8	-19
O=C(Cn1nnc(-c2ccccc2)n1)Nc1ccc2c(c1)OCO2	102	-6	-10	2	-1	-4	99	104	-0.2	23	-4

(further entries)
SMILES	RGS7-Gao reg	Bcl-2 Bim block	Bim-Bfl-1	Bim-Bcl-W	ABCG2 block	Bcl-XL Bim block	RGS8-Gao reg	RGS4-Gao reg	ABCB1 block	GSH fluor	Bcl-B Bim block
COc1ccc(C2C(C(C)=O)=C(O)C(=O)N2CCc2ccccc2)c(OC)c1 (configuration not stated)	96	-1	-3	-1	1	-2	95	98	0.5	21	-3
CCN(C(=O)Cc1c(C(=O)O)[nH]c2ccccc12)c1cc(OC)ccc1OC	100	-7	-10	-2	0	-4	103	100	-0.2	40	-9
COc1ccc(CNC(=O)Cn2cc(C(F)(F)F)ccc2=O)cc1	103	-6	-13	-8	-3	-6	99	102	-0.5	17	-11
CCc1ccc(/C=C2\CN(CC)Cc3c2nc2ccccc2c3C(=O)O)cc1	105	-4	0	0	0	-4	102	112	-0.2	21	-4
COc1cc(NC(=O)c2cccc(Cl)c2)ccc1NC(=O)c1cccs1	101	0	-1	1	1	0	103	104	0.8	10	0
COc1ccc(OC)c(NC(=O)CNC(=O)Cn2cnc3ccccc3c2=O)c1	99	-9	-20	0	-4	-4	99	102	0.2	22	-9
COc1ccccc1N/C(=N/S(=O)(=O)c1ccc(Cl)cc1)c1ccccc1	104	-5	0	-3	10	0	102	101	1.9	33	0
Cc1ccccc1OCC(=O)O/N=C(\N)Cc1cccs1	104	-2	-5	-2	6	-3	100	100	1.1	10	-7
CCn1cc(C2=NOC(C(=O)Nc3cc(OC)c(Cl)cc3OC)C2)c(C)n1 (configuration not stated)	98	-13	-11	1	5	-6	99	98	0.6	10	-9
CC(C)Oc1ccc(Cc2c(O)nc(NCCCN(C)C)[nH]c2=O)cc1	90	2	0	-6	0	-4	98	94	0.2	14	2
Nc1ccc2nc(-c3ccccn3)[nH]c2c1	97	7	20	5	8	3	103	94	1.4	14	16
Cc1cc(NC(=O)CSCCc2ccncc2)no1	99	0	0	-4	1	-6	98	98	-0.1	13	-9
CCOC(=O)c1cccc(NC(=O)CCOc2ccccc2)c1	105	-5	-5	-1	23	0	102	107	-1.2	13	0
NC(=O)CN(c1ccccc1)C1SC(=O)N(Cc2ccccc2)C1=O (configuration not stated)	99	3	0	-1	3	-6	97	91	0.9	8	0
CCCCn1c(SCC(=O)Nc2cccc(OC)c2)nc2ccc(N3CCOCC3)cc2c1=O	101	-11	-12	0	-6	-1	96	99	-2.0	11	-11
CCN(CC)Cc1csc(C(N)=O)c1	97	2	-10	2	1	-2	102	102	0.2	16	-2
CC(C)(C)c1ccc(C(=O)N2CCCN(C(=O)c3ccc(C(C)(C)C)cc3)CC2)cc1	104	-2	-4	-3	4	-5	103	104	3.1	12	-4
Cc1nnc2n(-c3ccccc3)c(=O)c3c4c(sc3n12)COC(C(C)C)C4 (configuration not stated)	98	-15	-18	-1	44	-9	99	100	0.8	35	-10
CCS(=O)(=O)N1Cc2ccccc2CC1C(=O)NC(C)C12CC3CC(CC(C3)C1)C2 (configuration not stated)	102	-10	-14	-1	5	-4	103	101	1.5	23	-8
Cc1ccc(S(=O)(=O)NC(=O)N2CCCC(C)(C)C2)cc1	100	-2	-7	0	2	-4	99	101	0.2	5	-5
Cc1cnc(NC(=O)CSc2nc3ccccc3c(=O)[nH]2)s1	97	-10	-19	-5	37	-10	100	99	-0.1	28	-14
COc1ccccc1OCc1cc(-c2ccccc2)no1	95	-6	-7	2	10	0	100	100	0.7	16	-3
Cc1ccc(S(=O)(=O)N(C)C)cc1NC(=O)CSc1ncc(C(F)(F)F)cc1Cl	103	-2	-6	-2	8	-5	105	106	0.8	10	-6
Nc1c(N2CCOCC2)cc(Cl)c2nonc12	97	0	4	0	2	0	100	100	0.3	12	-8
CN(C)/C=C/C(=O)c1ncc(C(F)(F)F)cc1Cl	103	3	-4	0	2	-4	108	106	0.7	29	0
Cc1ccc(NC(=O)C(=O)NCc2ccc(/C=N/NC(=O)c3c(C)nc4cc(C)ccn34)o2)cc1	98	-6	-8	-2	24	-3	99	102	0.5	10	-7
NNC(=S)NC1CCCCC1	97	0	-4	0	3	0	98	98	0.3	14	-4
CCCCc1ncc(CN2CCC(CC3CCCCO3)(C(=O)OCC)CC2)[nH]1 (configuration not stated)	100	-4	-4	0	1	0	102	100	0.2	21	0
Cc1ccc(C)c(NC(=O)/C(C#N)=C/c2ccc(Sc3nncn3C)c([N+](=O)[O-])c2)c1	101	0	0	-2	2	-1	103	101	0.2	5	-3
CCCC(NS(=O)(=O)c1ccc(Br)cc1)C(=O)O (configuration not stated)	96	6	0	2	-1	1	91	95	-0.6	34	3
CCOC(=O)CN(C)C(=O)CCc1nnc(-c2ccsc2)o1	92	0	-6	-1	1	-2	99	100	-0.3	12	-4
c1nc(N2CCOCC2)c2c3c(sc2n1)CCCC3	102	-9	-11	1	5	-3	101	103	1.0	24	-8
O=C(O)C1CC=CCC1C(=O)NCCCCc1ccccc1 (configuration not stated)	85	-2	-6	2	6	0	93	89	0.2	12	-4
Nc1c(C(=O)NCc2ccccc2)nnn1Cc1cccc(Cl)c1	138	-3	-1	0	2	0	90	98	0.2	15	1
O=[N+]([O-])c1ccc(-n2nnnc2-c2ccccc2)c([N+](=O)[O-])c1	100	-3	-2	-5	19	-5	111	98	1.1	15	-3
COc1ccc(NC(=O)c2cc(Cl)ccc2Cl)c([N+](=O)[O-])c1	95	-2	0	-5	0	-5	102	98	0.6	9	-5
CC1(C)C2CCC(C2)C1(C)NC(=O)CNCc1cccs1 (configuration not stated)	103	-6	-11	-4	0	-5	107	104	0.0	13	-5
N/C(=N\OC(=O)CCCOc1ccccc1)c1ccc(Br)cc1	101	-1	-2	-2	3	-1	100	99	0.5	26	0
Cc1ccccc1OCC(=O)OC1CCN(C)CC1	91	-5	-2	-4	1	-3	98	92	0.0	10	-4
COc1cccc(NC(=O)c2ccccc2-c2nc(-c3ccc(F)cc3)no2)c1	.	-10	-13	-2	6	-4	.	.	0.4	33	-10
Cc1cccc(NC(=O)c2sc3nc(N)c(C#N)cc3c2N)c1	102	-7	-16	-7	-1	-7	101	104	-0.3	14	-11
COc1ccc(C(=O)c2ccccc2)cc1	114	-1	-4	0	6	-4	106	109	0.2	20	-7
O=C(CC1SC(=NCCc2ccccc2)N(/N=C/c2cccs2)C1=O)Nc1ccc(Cl)cc1 (configuration not stated)	101	-3	-3	0	-1	-5	93	107	-0.7	10	-3
CCN(CC)c1ccc(NC(=S)NC(=O)c2cccs2)cc1	98	1	0	3	3	2	105	102	0.4	20	0
C=CCNC(=O)/C(C#N)=C/c1c(N2CC(C)OC(C)C2)nc2ccccn2c1=O (configuration not stated)	100	-2	0	0	12	0	102	102	0.9	23	-2
O=C1NCCC/C1=N/Nc1ccc(F)cc1	106	-5	-8	-4	4	-4	108	104	1.0	11	-11
